SUMO Mot1 rescue – inhibitors of SUMOylation pathway: yeast Mot1-301 growth rescue; S. cerevisiae Mot1-301 growth rescue, ATP luminescence, 38.5C; percent above DMSO median, 100 means doubled; growth rescue, % at 18.8 µM; actives 1% (n = 320,000); AID 2716;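 active = every valid replicate shows activation above 250% relative to neutral control wells; inactive = the rest, any valid replicate at or below 250%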;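 note: OY570 slx delta 5 strain wells were the positive control but not used for scaling; some compounds called inactive have numbers as strong as hits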
PKA-R1A activ – activators of PKA-R1A complex; PKA-R1A dissociation, Cy5-IP20 fluorescence polarization; scaled: DMSO 0%, 113 µM cGMP 100%; activation, % at 11.4 µM; actives 0.083% (n = 340,000); AID 504707;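 active = percent activation above the mean of all tested compounds plus 3 SD, cut at about 19% in these data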;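 note: higher means more PKAc released from R1A so a rise in polarization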
HTR5A ag ctr – HTR5A agonism, opioid heterodimer counter-screen; actives 0.61% (n = 340,000); P47898; activation, % at 9.3 µM; HTR5A agonist assay, luminescence, cell-based; in the data active = activation mostly above about 9.5%, no sharp cut-off; inactive = mostly below about 7.6%;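 note: 0% = cells with vehicle only and 100% = reference agonist; strong numbers were not always called active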
CDK5 inh – CDK5/p35 (human) kinase inhibition | Q00535+Q15078 | Recombinant CDK5/p35, ADP-Glo luminescence, 60 min | inhibition, % at 10 µM | actives 0.01% (n = 330,000);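 active = highest replicate inhibition of at least 50% and at least 75% of replicates reaching 50%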;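 note: plate controls were DMSO neutral control for no effect and GW8510 at 10 µM for full effect; many of its hits are not listed in these tables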
AddAB inh – less growth of phage-infected E. coli with AddAB | inhibition, % at 11.9 µM | E. coli expressing H. pylori AddAB, absorbance growth | actives 0.29% (n = 330,000); in the data active = inhibition above about 12%;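 note: 0% = vehicle wells of infected cells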
Ecoli viability – reduces bacterial viability in AddAB counter-screen; actives 0.27% (n = 330,000); E. coli V3065 growth, OD600 absorbance, 18 h; inhibition, % at 11.9 µM; AID 449728;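 active = inhibition above the campaign's mean inhibition across all tested compounds plus 3 SD, cut at about 9.9% in these data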;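 note: uninfected addAB+ strain grown without phage in ampicillin broth; 0% = DMSO wells and 100% = ciprofloxacin 0.95 µg/ml wells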
Tat transport – E. coli Tat transport inhibition. inhibition, % at 10 µM. E. coli MC4100 TorA-mCherry Tat export, fluorescence. actives 0.036% (n = 340,000);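 active = mean replicate inhibition at least 50% and at least half of replicates individually reaching 50%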;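 note: exported cargo escapes ClpAP degradation while cytoplasmic cargo is degraded and loses fluorescence; 0% = median of neutral control wells and 100% = median of NaSCN control wells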
HTR5A inv ctr – inverse agonist of human HTR5A in OPRM1-OPRD1 counter-screen; inhibition, % at 9.3 µM; HTR5A cell line, luminescence, inverse agonism; P47898; actives 0.083% (n = 340,000); in the data active = inhibition mostly above about 23%, no sharp cut-off; inactive = mostly below about 18%;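 note: 0% = cells with DMSO and 100% = no-cell wells with DMSO; some compounds called inactive have numbers as strong as hits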
DAGLB inh – diacylglycerol lipase beta (human) inhibition | Q8NCG7 | actives 0.059% (n = 340,000) | HEK293T DAGLB membrane lysate, EnzChek fluorogenic substrate | AID 504411 | inhibition, % at 5.17 µM; in the data active = inhibition above about 34%;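 note: 0% = enzyme with vehicle and 100% = wells lacking enzyme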
Target sequence (Q8NCG7 whole entry, looked up): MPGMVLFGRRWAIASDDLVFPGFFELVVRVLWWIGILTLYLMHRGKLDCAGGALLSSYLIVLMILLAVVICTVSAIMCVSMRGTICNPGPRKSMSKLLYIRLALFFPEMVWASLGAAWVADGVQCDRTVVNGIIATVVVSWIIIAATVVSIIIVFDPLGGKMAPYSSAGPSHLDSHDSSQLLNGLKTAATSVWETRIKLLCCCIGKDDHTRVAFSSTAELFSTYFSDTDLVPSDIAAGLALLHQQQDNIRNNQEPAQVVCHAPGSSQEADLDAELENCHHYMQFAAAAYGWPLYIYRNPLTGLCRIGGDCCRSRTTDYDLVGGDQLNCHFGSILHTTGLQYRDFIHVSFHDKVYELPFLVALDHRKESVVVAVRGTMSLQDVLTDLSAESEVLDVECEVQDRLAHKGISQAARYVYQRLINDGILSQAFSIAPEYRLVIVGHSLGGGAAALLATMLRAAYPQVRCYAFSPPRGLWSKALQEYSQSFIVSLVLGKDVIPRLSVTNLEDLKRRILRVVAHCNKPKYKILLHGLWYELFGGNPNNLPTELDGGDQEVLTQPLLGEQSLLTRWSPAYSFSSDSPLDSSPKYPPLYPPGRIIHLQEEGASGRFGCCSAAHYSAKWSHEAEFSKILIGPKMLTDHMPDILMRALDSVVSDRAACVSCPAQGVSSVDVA
phage Ecoli inh – E. coli growth loss with phage present | growth absorbance | inhibition, % at 11.9 µM | actives 0.26% (n = 360,000) | AID 651602; in the data active = inhibition above about 11%
PKA-R2B act – activates the human PKA-R2B holoenzyme complex; PKA-R2B holoenzyme dissociation, Cy5-IP20 fluorescence polarization; R2B truncated from residue 108, S112A mutant; 0% DMSO only, 100% 113 µM cGMP; P22694+P31323; actives 0.079% (n = 340,000); activation, % at 11.4 µM;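 active = activation above a cutoff set at the mean over all compounds plus 3 SD, cut at about 18% in these data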;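 note: higher means more holoenzyme dissociation and a rise in polarization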
* hit, by the source's call; x = not tested or not shown.

item	canonical_smiles	SUMO Mot1 rescue	PKA-R1A activ	HTR5A ag ctr	CDK5 inh	AddAB inh	Ecoli viability	Tat transport	HTR5A inv ctr	DAGLB inh	phage Ecoli inh	PKA-R2B act
1	O=C(Oc1ccccc1-c1nnco1)c1ccc(Cl)cc1	-11	-2	1	-0.1	0.0	1.3	0	-32	0	3.6	2
2	CCc1ccc(C(=O)CSc2n[nH]c(-c3ccncc3)n2)cc1	7	-9	5	0.5	2.3	1.8	-1	5	-7	2.2	-6
3	Cc1[nH]c2ccccc2c1SCC(=O)O	-13	-1	1	0.3	1.2	3.4	5	-3	-3	2.0	-4
4	O=C(NCc1cc([N+](=O)[O-])ccc1O)c1cccc(NS(=O)(=O)c2ccccc2)c1	-18	-7	0	-5.2	2.6	-1.1	0	8	2	0.6	11
5	CC1CC(C)(C)N(C(=O)CN2CCN(C)CC2)c2ccccc21 (stereo unspecified)	-8	-9	7	-0.1	0.7	0.1	-7	-27	1	-1.8	-8
6	CCC(Oc1ccccc1)C(=O)Nc1ccccn1 (stereo unspecified)	-5	-7	-2	-0.2	-0.7	0.6	1	16	-2	3.4	0
7	Cc1ccc(/C=N/NC(=S)Nc2cccc(S(=O)(=O)N(C)C)c2)o1	24	-2	1	6.8	1.4	-1.3	-3	-3	2	-3.7	-5
8	Cc1[nH]n(-c2ccccc2)c(=O)c1/C=C1\C=NN=C1c1ccccc1	-7	2	0	-0.5	1.7	-0.4	1	-9	6	0.0	-6
9	COc1ccc2cc(Br)ccc2c1CC(=O)NC1CC(C)(C)NC(C)(C)C1	x	11	3	-0.7	3.9	-0.9	10	7	1	0.4	0
10	COc1ccc(NC(=O)NCCCN2CCc3ccccc3C2)cc1	-8	2	-3	0.2	1.3	-0.3	1	8	-1	1.4	0

Three entries drawn at random from those above:
item	canonical_smiles	SUMO Mot1 rescue	PKA-R1A activ	HTR5A ag ctr	CDK5 inh	AddAB inh	Ecoli viability	Tat transport	HTR5A inv ctr	DAGLB inh	phage Ecoli inh	PKA-R2B act
10	COc1ccc(NC(=O)NCCCN2CCc3ccccc3C2)cc1	-8	2	-3	0.2	1.3	-0.3	1	8	-1	1.4	0
2	CCc1ccc(C(=O)CSc2n[nH]c(-c3ccncc3)n2)cc1	7	-9	5	0.5	2.3	1.8	-1	5	-7	2.2	-6
7	Cc1ccc(/C=N/NC(=S)Nc2cccc(S(=O)(=O)N(C)C)c2)o1	24	-2	1	6.8	1.4	-1.3	-3	-3	2	-3.7	-5

(cont.)
item	canonical_smiles	SUMO Mot1 rescue	PKA-R1A activ	HTR5A ag ctr	CDK5 inh	AddAB inh	Ecoli viability	Tat transport	HTR5A inv ctr	DAGLB inh	phage Ecoli inh	PKA-R2B act
11	COc1ccc(NC(=O)CCCc2ccccc2)c(OC)c1	-12	12	-2	-1.1	0.0	1.3	2	8	-3	1.4	-1
12	COc1ccccc1N1CCN(C(c2cccs2)C(C)NC(=O)C(=O)N2CCCCC2)CC1 (stereo unspecified)	3	-5	0	0.4	3.4	-0.2	-3	-11	-6	3.0	-2
13	Cc1cc(C(=O)Nc2ccc(S(=O)(=O)N3CCCC3)cc2)no1	-9	-7	3	1.2	3.8	-0.8	-1	25	-2	2.9	-1
14	Nc1ccc(S(=O)(=O)NC2(C(F)(F)F)NC(=O)N(c3ccccc3F)C2=O)cc1 (stereo unspecified)	16	-8	2	1.3	4.0	1.2	0	-7	5	-0.3	2
15	CCOC(=O)C1CCN(C(=O)Nc2cccc(Cl)c2)CC1	4	4	3	-0.4	2.6	1.1	0	-8	0	1.1	-6
16	Fc1cccc(CCN2CCNC[C@H]2Cc2cccc3ccccc23)c1	10	-3	-1	-2.0	-2.4	-0.2	7	-20	-2	0.0	2
17	COc1ccc(CN2CCN(CCCc3ccccc3)C(CCO)C2)c(OC)c1 (stereo unspecified)	-5	-6	-6	-1.3	0.2	2.0	-6	22	-2	1.0	-12
18	CCCNC(=O)c1cc(Cl)c(NC(=O)C2=CSCCO2)cc1OC	8	4	-2	1.0	-0.2	-0.3	2	-5	-5	0.9	9
19	COC(=O)c1ccc(Cl)c(NC(=O)CN(c2ccc(OC)c(OC)c2)S(C)(=O)=O)c1	563*	8	0	-2.7	1.2	-0.8	0	-24	-1	-0.3	14
20	CSc1ccccc1NC(=O)c1cc2ncc(Br)cn2n1	-27	9	3	-3.7	1.8	0.1	0	-5	-13	3.3	-2
21	CC(=O)Cn1c(N2CCC(Cc3ccccc3)CC2)nc2c1c(=O)[nH]c(=O)n2C	-8	-17	-5	-0.7	0.4	-1.1	-3	14	-3	-0.2	-3
22	Cc1cccnc1CCNCc1c(C(=O)N2C[C@@H](C)O[C@@H](C)C2)nc2ccc(Cl)cn12	-8	-4	3	-2.8	-2.3	1.8	-3	-28	-3	-0.2	-14
23	O=C(NC1CCCN(Cc2ccc(Cl)cc2)C1)c1cccc(F)c1 (stereo unspecified)	4	-6	1	-4.8	0.3	-3.2	-2	-3	-2	1.3	1

Profiles, looked up by structure. Order of values: SUMO Mot1 rescue, PKA-R1A activ, HTR5A ag ctr, CDK5 inh, AddAB inh, Ecoli viability, Tat transport, HTR5A inv ctr, DAGLB inh, phage Ecoli inh, PKA-R2B act
Shown for Cc1cc(C(=O)Nc2ccc(S(=O)(=O)N3CCCC3)cc2)no1 = -9, -7, 3, 1.2, 3.8, -0.8, -1, 25, -2, 2.9, -1
Shown for O=C(NC1CCCN(Cc2ccc(Cl)cc2)C1)c1cccc(F)c1 (stereo unspecified) = 4, -6, 1, -4.8, 0.3, -3.2, -2, -3, -2, 1.3, 1
Shown for COc1ccc2cc(Br)ccc2c1CC(=O)NC1CC(C)(C)NC(C)(C)C1 = x, 11, 3, -0.7, 3.9, -0.9, 10, 7, 1, 0.4, 0
